Compound activity (PubChem BioAssay)
D2 ag: HTS Assay for Allosteric Agonists of the Human D2 Dopamine Receptor: Primary Screen for Agonists | D(2) dopamine receptor (Homo sapiens), P14416 | HEK293 T-REx D2 cells, calcium flux agonist mode | activation, % at 2 µM | 340,000 compounds, 0.53% hits | AID 485358, 2010;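 active = activation over 3 SD above normal in the single-dose calcium agonist read, cut at about 30% in these data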; also: 0% is about no effect
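In this primary screen, compounds producing a positive calcium signal within 180 s of addition to tetracycline-induced, force-coupled HEK293 Trex D2 cells are flagged; cells are dye-loaded with a no-wash calcium kit beforehand.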
RGS4 inhibitor: Inhibitors of Regulator of G Protein Signaling (RGS) 4: qHTS; Potency, µM (series often up to 114 µM), for inactives: at the highest dose activity change, negative = inhibition, usual class: inhibitors; Regulator of G-protein signaling 4 (Homo sapiens), P49798; Transcreener GDP fluorescence polarization, RGS4-accelerated GTP hydrolysis; 390,000 compounds, 0.039% hits; AID 504845, 2011; also: potency is read from the fitted curve at half-maximal effect; % is scaled to controls: 0 for no effect and ±100 for the full control effect; nearly all actives have a fitted effect of over 75% in size; some results filed as inactive show a strong effect at the top dose
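MLSMR compounds (23 nl, pin-transferred) preincubated 10 min at room temperature with a 500nM (2x) first reagent, then RGS4 at 900nM (2x) plus Transcreener GDP mix added; fluorescence polarization (620/688 nm) read before and after 90 min at 30 °C.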
LDHA block: qHTS assay for inhibitors of human lactate dehydrogenase | L-lactate dehydrogenase A chain (Homo sapiens), P00338 | 480,000 compounds, 0.15% hits | AID 1347041, 2019 | purified LDHA, NADH/diaphorase-resazurin fluorescence; active compounds read low | activity change, % (values are at about 110 or 230 µM); in the data active = activity change below about -30%; inconclusive = mostly about -25% to -30%;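 also: plate controls were DMSO wells for no effect and wells without enzyme for full effect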
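Enzyme activity of human lactate dehydrogenase 5 (2 nM; 0.06 mM NADH, 0.2 mM pyruvate, 5 min, RT) is measured via a resazurin/diaphorase fluorescence readout of residual NADH.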
Glioma ERSR ind: qHTS for Inducers of the Endoplasmic Reticulum Stress Response (ERSR) in Human Glioma: qHTS; 420,000 compounds, 0.02% hits; AID 602332, 2012; Potency, µM, without a hit: at the highest dose activation, hits mostly activators; U87-MG GRP78 promoter luciferase reporter, 16 h; also: potency is read from the fitted curve at half-maximal effect; series mostly up to about 76 µM; % of control where 0% means no effect; nearly all actives have a fitted effect of over 35% in size
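Stably transfected U87-MG glioma cells carrying a GRP78-based luciferase sensor; 16 h compound incubation. Luminescence end-point read 10 min after Bright-Glo addition at room temperature.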
D2 antagonist: HTS Assay for Allosteric Antagonists of the Human D2 Dopamine Receptor: Primary Screen for Antagonists. D(2) dopamine receptor (Homo sapiens), P14416. HEK293 TREx D2 cells, calcium flux, dopamine EC80. inhibition, % at 10 µM. 340,000 compounds, 2% hits. AID 485344, 2010; in the data active = inhibition above about 30%; also: 0% is about no effect
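Read-out: kinetic calcium fluorescence (1 cycle/s) in inducible HEK293 T-REx D2 cells after an EC80 dopamine addition that followed 180 s compound preincubation. Loss of the dopamine response indicates antagonism.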
12-LOX inh: Primary qHTS assay for inhibitors of human arachidonate 12S-lipoxygenase (ALOX12): Round 2; Polyunsaturated fatty acid lipoxygenase ALOX12 (Homo sapiens), P18054; purified 12hLO, xylenol orange hydroperoxide absorbance; Potency, µM (doses to about 108 µM), without a hit: top-dose activity change, negative = inhibition, usual class: inhibitors; 580,000 compounds, 1.1% hits; AID 1671190, 2021; also: potency is read from the fitted curve at half-maximal effect; % is scaled to controls: 0 for no effect and ±100 for the full control effect
Target sequence (P18054 whole entry, looked up): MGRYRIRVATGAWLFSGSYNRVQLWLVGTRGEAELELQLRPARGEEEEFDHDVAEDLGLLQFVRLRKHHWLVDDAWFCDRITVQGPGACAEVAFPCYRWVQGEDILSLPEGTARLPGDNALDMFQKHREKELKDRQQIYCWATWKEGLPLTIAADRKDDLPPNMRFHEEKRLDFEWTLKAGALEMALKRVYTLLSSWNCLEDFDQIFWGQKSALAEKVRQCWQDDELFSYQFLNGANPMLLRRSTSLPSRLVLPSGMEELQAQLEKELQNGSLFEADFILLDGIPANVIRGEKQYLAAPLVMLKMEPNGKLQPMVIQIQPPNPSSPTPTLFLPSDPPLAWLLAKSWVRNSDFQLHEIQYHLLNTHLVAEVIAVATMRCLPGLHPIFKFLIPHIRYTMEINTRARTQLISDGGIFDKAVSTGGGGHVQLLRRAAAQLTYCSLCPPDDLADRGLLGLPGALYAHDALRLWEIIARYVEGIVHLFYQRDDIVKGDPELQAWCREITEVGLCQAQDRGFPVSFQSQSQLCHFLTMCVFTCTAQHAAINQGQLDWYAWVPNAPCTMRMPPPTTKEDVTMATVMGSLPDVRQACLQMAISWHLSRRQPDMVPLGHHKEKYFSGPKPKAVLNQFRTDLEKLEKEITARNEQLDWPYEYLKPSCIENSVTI
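Hydroperoxide product was detected by ferrous iron/xylenol orange as the 573 to 405 nm absorbance ratio. Arachidonic acid at 40 uM (final) was turned over for 30 min at room temperature by 150 nM human 12hLO, pH 7.0 Hepes buffer, after 15 min compound preincubation.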
Vif-APOBEC3G blk: qHTS for Inhibitors of Vif-A3G Interactions: qHTS; DNA dC->dU-editing enzyme APOBEC-3G (Homo sapiens), Q9HC16; 410,000 compounds, 0.076% hits; Potency, µM (top dose mostly 46.1 µM), inactives show at the top dose activity, negative = active, usual class: inhibitors; AID 602310, 2012; HeLa A3G-eYFP + Vif (tagged APOBEC3G with the HIV-1 protein that degrades it), YFP fluorescence, overnight;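 also: potency is read from the fitted curve at half-maximal effect; % is scaled to controls: 0 for no effect and ±100 for the full control effect; nearly all actives have a fitted effect of over 60% in size; hits raise eYFP signal because A3G escapes Vif-driven loss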
Target sequence (Q9HC16 whole entry, looked up): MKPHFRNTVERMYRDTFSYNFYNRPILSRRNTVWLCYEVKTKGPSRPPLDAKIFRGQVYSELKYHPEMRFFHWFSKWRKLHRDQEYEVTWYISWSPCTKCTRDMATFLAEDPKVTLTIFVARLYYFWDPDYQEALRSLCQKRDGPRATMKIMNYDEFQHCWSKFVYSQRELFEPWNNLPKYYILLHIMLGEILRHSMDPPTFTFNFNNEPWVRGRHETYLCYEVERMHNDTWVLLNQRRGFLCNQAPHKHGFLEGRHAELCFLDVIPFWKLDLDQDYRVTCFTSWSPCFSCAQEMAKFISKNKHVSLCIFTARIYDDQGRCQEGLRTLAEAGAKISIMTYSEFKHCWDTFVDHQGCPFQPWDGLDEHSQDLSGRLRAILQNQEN
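Read-out is eYFP fluorescence (Ex 488/Em 500-530) from Vif-expressing HeLa A3G-eYFP cells; more signal means A3G escaped Vif-mediated degradation. Cells plated overnight, compound pinned in, incubated overnight at 37 deg C.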
ERG-DNA inh: qHTS for Small Molecule Inhibitors of the ERG Ets/DNA interaction. Potency, µM (doses to about 76.9 µM), without a hit: at the top dose FP activity, negative = inhibition, actives largely listed as inhibitors. Transcriptional regulator ERG (Homo sapiens), P11308. AID 624246, 2012. 370,000 compounds, 0.028% hits. fluorescence polarization, His-ERG Ets domain / labelled DNA; active = well fitted inhibition curve with a large enough effect in the polarisation, with a control signal flat; inconclusive = small, poorly fitted or top-dose-only effect, or effect the other way, or a change in a side signal; inactive = no such curve, though single readings can be large or run the other way; the % refers to the polarisation;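 also: polarization taken with two DNA probes labelled with fluorescein and Texas red; potency is read from the fitted curve at half-maximal effect; % of control where 0% means no effect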
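His-tagged ERG Ets domain (1 uM in the protein solution; 300mM KCl, 50mM Tris-HCl, 1mM EDTA, 1mM DTT, pH 7.5) received compound, then a probe mix of 5 nM fluorescein-DNA and 100nM Texas-615-DNA. Fluorescence polarization was read for both dyes.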
Vif-A3F inh: qHTS for Inhibitors of Vif-A3F Interactions: qHTS; HeLa A3F-eYFP + Vif (tagged APOBEC3F with the HIV-1 protein that degrades it), YFP fluorescence increase; Potency, µM (titrated, usually from 46.1 µM), without a hit: top-dose activity, negative = active; 390,000 compounds, 0.2% hits; AID 602313, 2012; also: potency is read from the fitted curve at half-maximal effect; % of control where 0% means no effect; nearly all actives have a fitted effect of over 65% in size
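Fluorescence increase (Ex 488/Em 500-530) after overnight compound treatment at 37 deg C flags inhibition of Vif-driven A3F-eYFP loss in stable HeLa A3F-eYFP/Vif cells seeded overnight beforehand.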
Starred values were filed as active, the others as inactive; ? = inconclusive; · = not tested or not shown; & = joins results of further samples; [ ] = remark or other dose. Unless noted, calls follow the shape of the dose curve; as a rule, active = well fitted curve in the direction sought with a large enough effect; inconclusive = small, poorly fitted or top-dose-only effect, or another doubt; inactive = no such curve, though single readings can be large; an effect the other way counts as inactive or inconclusive. Not all compounds are listed, so the mix of outcomes need not match the whole.

SMILES | D2 ag | RGS4 inhibitor | LDHA block | Glioma ERSR ind | D2 antagonist | 12-LOX inh | Vif-APOBEC3G blk | ERG-DNA inh | Vif-A3F inh
Cc1ccc(F)c(S(=O)(=O)NC(=O)C2(C)CCN2C(=O)c2sccc2C)c1 (configuration not stated) | · | · | -5 | -2% | · | -8% | -2% | · | ·
C/C(N)=C(/C#N)C(=O)CSc1nc2ccccc2c(=O)n1Cc1ccc(F)cc1 | -0.9 | -7% | 0 | -1% | 14 | 8% | -1% | -9% | -7%
C=CCn1c(SCC(=O)Nc2ccccc2F)nc2ccccc2c1=O | -1.4 | 18% | -8 | -6% | -4 | -3% | 4% | -6% | 2%
CSC1=C(C#N)C(c2ccccc2Cl)C(C(=O)c2cccs2)C(O)(C(F)(F)F)N1 (configuration not stated) | -0.3 | 1% | -5 | -3% | -4 | -20% | -4% | 9% | 2%
CC(NS(=O)(=O)c1ccc(Br)cc1)C(c1cccs1)N1CCN(C)CC1 (configuration not stated) | 0.0 | -11% | 2 | -3% | -15 | 20% | -1% | 12% | 1%
CN(Cc1nc(-c2cnccn2)no1)CC1(c2ccccc2)CC1(C)C (configuration not stated) | 0.6 | 1% | 0 | -2% | -6 | 0% | -2% | 3% | 4%
CCCCCc1cc(=O)oc2c(C(CCN3CCN(c4ccccc4)CC3)c3ccc4c(c3)OCO4)c(OC)cc(OC)c12 (configuration not stated) | 17 | 10% | -4 | -1% | 50* | -15% | 6% | 8% | 0%
CS(=O)(=O)N1CCCC(C(=O)Nc2ccc(F)cc2F)C1 (configuration not stated) | 0.4 | -3% | -14 | -7% | 8 | 9% | 0% | -4% | 5%
COC(=O)c1sc(-c2ccc(Cl)cc2)cc1NC(=O)CSCC(=O)O | · | -1% | -17 | 2% | · | 9% | -10% | -3% | -4%
COc1cccc(NC(=O)c2c(C(=O)Nc3ccccc3)sc3nc(C)cc(=O)n23)c1 | -0.8 | -25% | -4 | -4% | · | -18% | -7% | -1% | -19%
O=C(CCS(=O)(=O)c1ccc(F)cc1)Nc1ccc(N2CCN(Cc3ccccc3)CC2)cc1 | 0.3 | ? | -6 | 0% | -5 | -38% | 2% | -15% | 3%
COc1ccc([C@H]2C[C@H](n3cc(COC(=O)c4ccccc4)nn3)[C@@H](O)CN2C(=O)C2CCCCC2)cc1 | · | · | -5 | -5% | · | -33% | -6% | · | -19%
COc1cccc(CN2CCN(C(=O)c3cc(-c4ccccn4)nc4ccc(Cl)cc34)CC2)c1 | 0.4 | -33% | -3 | -5% | -2 | 0% | -4% | -11% | 3%
COc1ccc(CCNc2cc(N3CCN(C(=O)c4ccccc4OC)CC3)ccc2[N+](=O)[O-])cc1OC | · | -6% | 4 | 1% | · | -5% | 0% | -11% | 8%
C[C@@H](NC(=O)c1nc[nH]c1C(=O)NCC(=O)OCc1ccccc1)c1ccccc1 | -0.3 | -11% | -1 | -6% | -11 | 17% | 3% | 0% | -6%
CN(C(=O)c1cccc([N+](=O)[O-])c1)c1ccccc1C(=O)NCc1ccccc1 | · | -20% | -3 | -2% | · | 1% | 1% | 2% | -8%
CC1CN(C(=O)Cn2cc(SCC(=O)N3CCOCC3)c3ccccc32)CC(C)O1 (configuration not stated) | -2.6 | -6% | -2 | 3% | -15 | -9% | 0% | -6% | -1%
O=C1[C@@H]2[C@H](C(=O)N1Cc1cccnc1)[C@H]1C=C[C@@H]2C1 | 1.4 | 7% | -3 | -4% | 26 | 22% | 0% | -7% | -1%
Cc1cccc(NC(=O)CCN2CC(C)CC(C)C2)c1 (configuration not stated) | -0.3 | -12% | -1 | -1% | 4 | -27% | -3% | -4% | -9%
CN(C)c1ccc(CNC(=O)C2CCN(S(=O)(=O)c3ccc4[nH]c(=O)ccc4c3)CC2)cc1 | -0.1 | -6% | 6 | -1% | · | -15% | 0% | 7% | -2%
Cc1c(C)n(C)c2ccc(C(=O)NCCCN3CCN(c4ccccc4F)CC3)cc12 | 67* | 4%[11.4 µM] | 2 | -2% | 98* | -10% | -7% | 22% | 0%
CCC(Oc1ccccc1)C(=O)Nc1nc2c(s1)C(=O)CC(C)(C)C2 (configuration not stated) | -0.3 | -29%[56.9 µM] | -2 | -1% | 27 | 0% | 0% | -7% | -4%
CC1CCC(C(=O)NC(C(=O)NCCCN2CCOCC2)C(C)C)CC1 (configuration not stated) | 1.2 | -21% | -11 | -4% | 0 | ? | 0% | 13% | -8%
Cc1ccc(S(=O)(=O)Nc2cccc(C(=O)NCc3ccccn3)c2)cc1F | 0.1 | -10% | -4 | -4% | -1 | -21% | -3% | 15% | 5%
Cc1ccccc1CS(=O)(=O)Cc1ccc(C(=O)NC2CCCC2)o1 | -0.7 | 20% | -6 | -3% | -24 | 10% | -1% | 8% | -4%
CCOCCn1c(CN2CCCC(C)C2)nc2c1c(=O)n(C)c(=O)n2C (configuration not stated) | -0.3 | -1% | -7&9 | -5% | 24 | 7%[57.4 µM] | 5% | 7% | 3%
O=C(Nc1cccc2ccccc12)N1CCN(c2ccc(F)cc2)CC1 | 0.6 | 9% | 15 | -2% | -9 | 0% | 1% | 0% | -3%
Cc1nnc(N2C(=O)C(O)=C(C(=O)c3ccco3)C2c2cccc3ccccc23)s1 (configuration not stated) | 2.2 | -1% | -1 | 4% | -3 | ? | -10% | 11% | -6%
COc1ccc(-n2nc(C(=O)NCc3ccco3)c3c4ccccc4n(C)c3c2=O)cc1Cl | 0.3 | -11% | -2 | -4% | 3 | -17% | 1% | 8% | -3%
O=c1[nH]c2ccc(S(=O)(=O)N3CCN(c4ccccc4)CC3)cc2[nH]c1=O | -3.1 | -10% | 2 | -4% | -2 | -36% | 2% | · | -11%
Cc1ccc(S(=O)(=O)/N=C(/Nc2cccc(C(=O)O)c2)c2ccccc2)cc1 | 0.3 | -2% | -1 | -1% | 6 | -25% | 0% | 1% | 2%
Cc1cccc(NC(=O)c2ccc(Cn3nc(N4CCN(c5ccccc5)CC4)ccc3=O)o2)c1C | -0.1 | -7% | 1 | -1% | · | ? | -1% | 0% | 3%
CC(C)C(C)NC(=O)COc1ncnc2ccccc12 (configuration not stated) | 0.3 | 2%[11.4 µM] | 2&-1 | 0% | 1 | ? | -4% | -2% | 4%
Cn1c(NC(=O)c2ccccc2Br)cc(=O)n(C)c1=O | 0.7 | 7% | -9 | -3% | -4 | 1% | 2% | -11% | 6%
CCOc1cccc2sc(=NC(=O)CCS(=O)(=O)c3ccccc3)n(CC)c12 | -0.4 | -8% | -1 | -2% | 9 | 64% | 3% | -4% | 0%
O=C(CN1C(=O)c2ccccc2S1(=O)=O)NCc1ccco1 | -0.1 | -8% | -6 | 0% | 20 | -13% | -10% | -11% | 10%
Cc1nn(C)c(C)c1/C=C(/C(=O)C(C)(C)C)n1cncn1 | 0.1 | 1% | -4 | -5% | 1 | ? | ? | 2% | -2%
COC(=O)CCS(=O)(=O)c1ccc(NC(C)=O)cc1 | 0.8 | -18% | -10 | -7% | 4 | -3%[57.4 µM] | -1% | · | -7%
CCOc1cc(/C=N/Nc2nc(-c3cccs3)c(NC(C)=O)s2)ccc1O | 0.2 | -22% | 14 | -8% | -14 | ? | -2% | 1% | 5%
CCOC(=O)c1c(C)oc2cc(Br)c(O)c(Br)c12 | -0.2 | -4% | -6 | 8% | 21 | ? | -15% | -3% | -8%
CCOc1ccc(NC(=S)NC23CC4CC(CC(C4)C2)C3)cc1 | 1.1 | -2% | 2 | -5% | -13 | -1% | 1% | 12% | 0%
Cc1cc(C(=O)N2CCCC(C(=O)c3cccc(C(F)(F)F)c3)C2)nc(C)n1 (configuration not stated) | 0.0 | -14% | -3 | 1% | 1 | -1% | -1% | 9% | 1%
Nc1nc(SCC(=O)N2CCCc3ccccc32)n[nH]1 | · | -12% | -9 | 0% | · | 2% | 0% | 7% | 12%
COc1ccccc1/C=N\NC(=O)c1c(C)nc2ccc(Cl)cn12 | 0.9 | 33% | -10 | -3% | 7 | 18% | 5% | 3% | 2%
C=CCC(CC=C)(CNC(=O)C(=O)Nc1ccc(Br)cc1)c1ccc(OC)c(OC)c1 | 0.0 | 25% | -13 | -3% | · | -12% | 2% | -5% | -5%
CC1(c2cccc(Br)c2)NC(=O)N(CC(=O)NC2CCCCC2)C1=O (configuration not stated) | 0.3 | -1% | 1 | -3% | 21 | ? | -18% | -9% | 8%
